Compound activity (PubChem BioAssay)
ATG4B inhibitor: ATG4B protease inhibitors, primary screen, biochemical, fluorescence, uHTS. Cysteine protease ATG4B (Homo sapiens), Q9Y4P1. ATG4B cleavage of LC3-PLA2, NBD-HPC fluorescence, 1 h. inhibition, % at 8.33 µM. 340,000 compounds, 0.51% hits. AID 504462, 2011; in the data active = inhibition above about 40%
Target sequence (Q9Y4P1 whole entry, looked up): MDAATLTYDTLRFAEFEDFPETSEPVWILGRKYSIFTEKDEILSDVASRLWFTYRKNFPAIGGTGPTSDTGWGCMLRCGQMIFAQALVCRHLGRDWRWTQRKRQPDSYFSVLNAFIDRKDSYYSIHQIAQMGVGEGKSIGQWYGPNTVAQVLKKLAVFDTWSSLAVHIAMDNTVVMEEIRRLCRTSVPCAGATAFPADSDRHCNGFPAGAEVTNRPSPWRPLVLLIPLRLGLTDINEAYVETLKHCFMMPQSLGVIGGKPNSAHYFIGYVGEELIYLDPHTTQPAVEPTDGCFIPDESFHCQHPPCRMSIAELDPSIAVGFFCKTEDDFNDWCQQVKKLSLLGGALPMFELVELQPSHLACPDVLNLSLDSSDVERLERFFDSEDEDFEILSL
The depositor's hits bear a star. Some of the compounds tested. The share of hits here may be higher or lower than overall.

SMILES	ATG4B inhibitor
CCOC(=O)C(=O)Cc1nc(OCc2ccccc2)cc(OCc2ccccc2)n1	0.0
OC1CC2CCC(C1)N2CCCN1c2ccccc2Sc2ccc(Cl)cc21 (stereo not drawn)	0.1
O=C1c2cccc3c([N+](=O)[O-])ccc(c23)C(=O)N1Cc1cccnc1	-7.2
O=C(c1ccco1)[C@@H]1[C@@H]2C(=O)N(c3ccc(F)cc3)C(=O)[C@@H]2[C@H]2C=Cc3ccccc3N21	-2.2
Nc1ccc(-c2c3ccccc3nc3ccccc23)cc1	4.5
COc1cc(N)c2ncccc2c1Br	1.7
COc1ccc(/C=C2\C(=O)N(c3c(Cl)cc(Cl)cc3Cl)N=C2NC(=O)c2cccc([N+](=O)[O-])c2)cc1	12.3
Cc1cccc(NC2=C/C(=N/S(=O)(=O)c3cccs3)c3ccccc3C2=O)c1	28.0
CCOC(=O)/C=C1/SCC(=O)N1Cc1ccc(Br)cc1	-6.6
CCCCn1c(N)c(N(CCOC)C(=O)CN2C(=O)NC3(CC(C)CC(C)(C)C3)C2=O)c(=O)[nH]c1=O (stereo not drawn)	-8.3
CC(C)CN1CC(Br)C(=O)NC1=O (stereo not drawn)	3.8
CCc1nn(CC(=O)NCCCN2CCOCC2)c(=O)c2cc3c(OC)cccc3n12	-6.8
OC(CNCc1ccco1)COc1ccccc1 (stereo not drawn)	7.4
O=C1N/C(=N/NC(=O)c2cccc3ccccc23)S/C1=C\c1ccccc1OCc1ccccc1	91.4*
O=C(CCSCCC(=O)NN=Cc1cccc(Cl)c1)NN=Cc1cccc(Cl)c1	0.1
O=C(O)c1ccc(NC(=S)NC(=O)c2ccc(-c3ccc(Br)cc3)o2)cc1	5.1
COc1cccc(NC(=O)Cn2c(=O)n(CCCC(=O)NCc3ccco3)c(=O)c3ccccc32)c1	-9.6
O=C(c1c[nH]c2ccc(S(=O)(=O)N3CCC4(CC3)OCCO4)cc2c1=O)N1CCOCC1	-4.1
O=C(Nc1ccn(CCCNCC2CCCO2)c(=O)n1)OCc1ccccc1 (stereo not drawn)	0.2
Cc1[nH]c(N)nc(=S)c1CCCNc1ccccc1	-1.3
CN(C(=O)c1cccc(NC(=O)Cc2cccc(NC(=O)C3CCN(C(=O)c4ccccc4)CC3)c2)c1)C1CC1	-1.9
CNC(=S)N=Nc1c(O)[nH]c2ccccc12	-2.9
F[B-](F)(F)c1cncc2ccccc12	1.9
CC1CC(C)(C)CC2(C1)NC(=O)N(CC(=O)N1CCN(S(=O)(=O)c3cccc(Cl)c3Cl)CC1)C2=O (stereo not drawn)	-4.0
COc1ccc(C(C)(C)C)cc1S(=O)(=O)NCC1CCCO1 (stereo not drawn)	-1.9

Entries from the list above containing a nitro group on carbon, in the order listed:
SMILES	ATG4B inhibitor
O=C1c2cccc3c([N+](=O)[O-])ccc(c23)C(=O)N1Cc1cccnc1	-7.2
COc1ccc(/C=C2\C(=O)N(c3c(Cl)cc(Cl)cc3Cl)N=C2NC(=O)c2cccc([N+](=O)[O-])c2)cc1	12.3

Next section.
SMILES	ATG4B inhibitor
CC(C)N1CC=C2C(C#N)=C(N)C(C#N)(C#N)C(c3ccccc3)C2C1 (stereo not drawn)	-6.4
N=NC(=O)c1ccccc1Nc1c(O)[nH]c2ccccc12	5.9
CCN1/C(=C/c2cc[n+](C)cc2)C=Cc2cc(C)ccc21	6.9
CC(=O)c1ccc(NC(=O)CSc2nc3nn(-c4ccccc4)c(=O)c-3c3n2CCCCC3)cc1	-7.7
CN(C)CCNC(=O)c1cccc2ccc(-c3ccc(-c4ccccc4)cc3)nc12	-18.3
N#Cc1c(-c2ccc(Cl)cc2)n(O)c2ccccc12	8.0
CCCCC(=O)OC1CCC2C3CCc4cc(O)ccc4C3CCC12C (stereo not drawn)	-5.2
CCOc1cccc(-c2c(C(=O)N/N=C(\C)c3ccccn3)nnn2-c2nonc2N)c1	-3.3
Cn1c(COc2ccccc2)nnc1SCC(=O)Nc1nnc(C2CC2)s1	3.6
COc1cc2c(c(OC)c1OC)-c1ccc(OC)c(=O)cc1C(NC(=O)c1ccccc1)CC2 (stereo not drawn)	-5.4
COCC(=O)OCC(=O)Nc1cc([N+](=O)[O-])ccc1Cl	-5.8
CCc1ccccc1NC(=O)c1cnccn1	-2.0
CC(=O)C1CCC2C3CCC4=CC(=O)CCC4(C)C3(F)C(O)CC12C (stereo not drawn)	-1.8
CSc1nc(N(CCO)CCO)c2sc3nc(-c4ccco4)c4c(c3c2n1)CCC4	-0.4
CCSc1nc(=S)cc(C)[nH]1	-8.2
Oc1ccc(Cl)c2cccnc12	7.5
Fc1cc(F)c2nc(Nc3nc4cc5c(cc4s3)OCO5)sc2c1	16.6
O=C1NC(=O)C2(CCC(C3CCCCC3)CC2)N1 (stereo not drawn)	-14.0
CCOCCCN(C(=O)c1ccco1)C(C(=O)NC1CCCC1)c1cccc(OC)c1OC (stereo not drawn)	-0.7
CCN1C[C@@H]2[C@@H]3C(=O)N(Cc4ccccc4)C(=O)[C@@H]3[C@](C)(C1=O)N2C(=O)c1ccc(Cl)cc1	-8.3
O=C(C=Cc1cccnc1)c1ccccc1	-2.4
N#CC1C(=O)NC(=O)C(C#N)C12CCCC(C(F)(F)F)C2 (stereo not drawn)	4.7
COc1ccc(C2OCC(C)([N+](=O)[O-])CO2)cc1 (stereo not drawn)	-12.9
O=C1c2ccccc2C(=O)N1CC1CO1 (stereo not drawn)	3.1
CS(=O)(=O)c1ccc(NC(=O)c2cc3c(cc2Cl)N2CCCCCC2=NS3(=O)=O)cc1	-2.4

Brought forward from above: four compounds, followed by the next part.
SMILES	ATG4B inhibitor
N#CC1C(=O)NC(=O)C(C#N)C12CCCC(C(F)(F)F)C2 (stereo not drawn)	4.7
COc1ccc(C2OCC(C)([N+](=O)[O-])CO2)cc1 (stereo not drawn)	-12.9
O=C1c2ccccc2C(=O)N1CC1CO1 (stereo not drawn)	3.1
CS(=O)(=O)c1ccc(NC(=O)c2cc3c(cc2Cl)N2CCCCCC2=NS3(=O)=O)cc1	-2.4
COCCNC(=O)c1onc(CSc2cccc(C)c2)c1C(=O)O	-3.5
COC(=O)CN1C(c2cccc(Cl)c2)=Nc2ccc(Cl)cc2C1c1ccccc1 (stereo not drawn)	5.5
C=CCOC(=O)C(C(=O)Cc1ccccc1)c1ccccc1 (stereo not drawn)	-6.0
N#Cc1ccc(OS(=O)(=O)c2ccc(-c3ccon3)s2)cc1	-1.9
Cc1ccc(OCC(=O)N/N=C/c2ccc3c(c2)OCO3)cc1C	-3.3
O=C(NC1CCCCC1)c1csnn1	1.8
CN(C)S(=O)(=O)c1ccc(NC(=O)Cn2nc(-c3ccc4c(c3)OCCO4)ccc2=O)cc1	0.1
CN(C(=O)c1cccc(NC(=O)Cc2ccc(NC(=O)C3CCCN(S(=O)(=O)c4cccc([N+](=O)[O-])c4)C3)cc2)c1)C1CCC1 (stereo not drawn)	-6.5
N#Cc1c(N)n(C2OC(CO)C(O)C2O)c2ncnc(N)c12 (stereo not drawn)	2.9
Cc1ccc(C2=Nc3c(ccc4ccccc34)C(c3ccncc3)=NN2)cc1	60.3*
COC(=O)C(CC(=O)c1ccc(Cl)cc1)c1ccccc1 (stereo not drawn)	6.6
O=C(Cc1cccc(NC(=O)C2CCCN(C(=O)C3CCC3)C2)c1)Nc1ccc(C(=O)N2CCCCC2)cc1 (stereo not drawn)	-7.1
Cc1ccc(/C=C/C(=O)NCc2ccc(S(N)(=O)=O)cc2)o1	-12.4
Nc1ccc2c(c1)[nH]c(=O)c1ccccc12	0.6
CN(C)CCNC(=O)c1cccc2nc3cccc(F)c3nc12	1.0
COc1ccc(CCNC2CC(=O)N(CCc3ccc(OC)c(OC)c3)C2=O)cc1OC (stereo not drawn)	-7.2
COc1ccc(NC(=O)c2cccc(Cl)c2)c[n+]1[O-]	2.1
C=CCSc1nc2c(C(=O)OCC)nnn2c2ccccc12	-10.1
O=[N+]([O-])c1ccc(O)c(C=NNc2ccc(S(=O)(=O)O)cc2)c1	-0.4
Nc1ccc2c3c(cccc13)C(=O)N(c1ccccc1)C2=O	-18.5
Cn1c(=O)c2c(nc(C3CC4C5CCC(C5)C4C3)n2C)n(C)c1=O (stereo not drawn)	7.5
CCOc1ccccc1C(O)C1=CC(=O)c2ccccc2C1=O (stereo not drawn)	8.7
O=C(CN1CCN(S(=O)(=O)c2ccc3c(c2)OCCO3)CC1)Nc1ccccc1Br	1.9
COCC(=O)N1CCc2ccc(NC(=O)c3ccc(C(F)(F)F)cc3)cc2C1	18.1
Cn1c(=O)c2[nH]c(SCCN)nc2n(C)c1=S	2.1

The listing continues:
SMILES	ATG4B inhibitor
O=C(OCc1ccccc1)N1CCC2CC1c1cc(-c3ccc(F)cc3)ccc12 (stereo not drawn)	10.0
CCN1C(=O)/C(=C/c2cn(-c3ccccc3)nc2-c2cccnc2)SC1=S	-6.1
O=C(Nc1ccc(Nc2ccncc2)cc1)c1ccc(Nc2ccnc3ccc([N+](=O)[O-])cc23)cc1[N+](=O)[O-]	10.5
Cc1cccc(NC(=O)COC(=O)C(NC(=O)c2cccc(S(=O)(=O)N3CCOCC3)c2)C(C)C)c1 (stereo not drawn)	-16.6
COc1ccc(/C=C(/C(=O)c2cccs2)N2C=CC=CC2=C(C#N)C#N)cc1	-11.6
CCOC(=O)C1=C(O)C(=O)C(C(=O)OCC)C1 (stereo not drawn)	2.7
NC1=C(Br)C(=O)c2ncccc2C1=O	23.7
S=C1CC2CCCC(C2)N1 (stereo not drawn)	-1.4
CN(C)CCCN(C(=O)/C=C/c1cccs1)c1nc2c(F)cccc2s1	0.6
Cc1cc2nc(-c3ccc(SCC(=O)Nc4nccs4)nc3)[nH]c2cc1C	4.5
O=C1c2cc([N+](=O)[O-])ccc2-c2cc(Br)c(N=C(NO)C(F)(F)F)cc21	-11.4
Cn1cc([N+](=O)[O-])c(C(=O)Nc2cc(Oc3ccccc3)cc([N+](=O)[O-])c2)n1	-13.2
COc1ccc(N(C(=O)CCl)C(C(=O)NCCc2ccccc2)c2cccs2)cc1 (stereo not drawn)	3.0
O=C(O)C(=Cc1ccccc1)Cc1ccccc1	-1.5
O=C(O)c1cc(-c2ccc(/C=C3/SC(=S)N(Cc4ccccc4)C3=O)o2)ccc1Cl	16.1
O=C(Oc1ccc(NC2=C(Cl)C(=O)c3ccccc3C2=O)cc1)c1ccc([N+](=O)[O-])cc1	-15.6
C[C@@H](NCCCn1cnc2c(OCc3ccccc3)ncnc21)c1cccc2ccccc12	-9.8
Cc1ccc(S(=O)(=O)Nc2cc(=O)[nH]c(SCC(=O)Nc3ccccc3Cl)n2)cc1	-7.1
O=C(Cc1ccccc1)c1ccc(O)cc1O	-1.1
CCOC(=O)c1c(-c2ccccc2)csc1NC(=S)N(CC)CC	-9.5
O=P(NC1CCCCC1)(c1ccccc1)c1ccccc1	-1.1
O=C(Nc1cc(Cl)cc2c1-c1ccc(Cl)cc1C2O)C(Cl)Cl (stereo not drawn)	5.8
Cc1ccc2c(c1)P(=O)(O)c1cc(C)ccc1O2	-2.1
CC(C)(C)c1ccc(CNc2ccc([N+](=O)[O-])cn2)cc1	-1.9
CN(C(=O)c1cccc(NC(=O)Cc2ccc(NC(=O)C3CCN(C(=O)C4CCC4)CC3)cc2)c1)C1CCCCC1	-8.6

Other results.
SMILES	ATG4B inhibitor
Nc1nnc(CCCCc2cccs2)o1	-5.8
NC(CCC(=O)NC(CS)C(=O)NCC(=O)O)C(=O)O (stereo not drawn)	-2.0
Cc1cc(C)nc(NN=CC2=C(N3CCOCC3)/C(=C/c3ccc(Cl)cc3)CC2)n1	-6.4
Nc1cc(Cl)ccc1Nc1ccncc1	-8.7
CC(=NNc1nc2ccccc2s1)c1ccncn1	-2.8
Nc1cccc(C2=Nc3cccc4cccc(c34)N2)c1	6.5
Oc1ccc(Cc2ccccc2)c2cccnc12	1.2
C/C(=N/NC(=O)c1cc(-c2cccc([N+](=O)[O-])c2)n[nH]1)c1ccc(Cl)cc1	-5.8
CN(Cc1ccc(OC(F)F)cc1)C(=O)c1cccc(S(=O)(=O)N2CCN(Cc3ccccc3)CC2)c1	-13.4
COc1ccc(-n2c(N)cc(=O)nc2SCC(=O)NC2CCCCC2)cc1	3.2
O=C(Cc1ccc(NC(=O)C2CCCN(C(=O)C3CCCCC3)C2)cc1)Nc1cccc(C(=O)N2CCCCC2)c1 (stereo not drawn)	-9.2
Cc1cc(OC(=O)c2ccccc2)c([N+](=O)[O-])c(=O)[nH]1	7.5
CC(=NNc1nc2ccccc2s1)c1ncccn1	-12.6
NS(=O)(=O)c1ccc(NCc2c(F)cccc2Cl)cc1	21.8
CN(C(=O)c1cccc(NC(=O)Cc2ccc(NC(=O)C3CCN(S(=O)(=O)c4cccc([N+](=O)[O-])c4)CC3)cc2)c1)C1CCCCC1	-7.0
CC(=O)C(C(c1ccccc1)N1CCOCC1)N1CCOCC1 (stereo not drawn)	-3.6
CC(C)(C)C1CCc2c(sc(N)c2C(N)=O)C1 (stereo not drawn)	-4.5
O=C(CCCCn1ccc(=O)[nH]c1=O)Nc1ccc(O)c(C(=O)O)c1	-2.8
Clc1ccc(OCc2cn3cccnc3n2)c2ncccc12	-8.3
O=C(OCC(=O)N1CCN(C(=O)COC(=O)c2ccccc2NCCO)CC1)c1ccccc1NCCO	-18.5
Cc1cc(O)cc2c1C1CCC3(C)C(O)CCC3C1C=C2 (stereo not drawn)	-12.4
CCC(=O)c1ccc(OCC(=O)O)cc1	-7.8
O=C(NCC1CCCO1)c1ccccc1NS(=O)(=O)c1ccc(Br)s1 (stereo not drawn)	-0.6
CC(C)C[C@@H](CNCC(=O)[C@H](C)NC(=O)c1[nH]cnc1C(=O)N[C@H](CN)CC(C)C)NC(=O)c1nc[nH]c1C(=O)N[C@@H](C)C(=O)O	-6.3
O=C1NC(=O)C2(CCCCC2)N1	-0.5
CC(=NNc1ccc2ccccc2n1)c1ccccc1O	-14.2

Compounds shown so far that have a CF3 group:
SMILES	ATG4B inhibitor
N#CC1C(=O)NC(=O)C(C#N)C12CCCC(C(F)(F)F)C2 (stereo not drawn)	4.7
COCC(=O)N1CCc2ccc(NC(=O)c3ccc(C(F)(F)F)cc3)cc2C1	18.1
O=C1c2cc([N+](=O)[O-])ccc2-c2cc(Br)c(N=C(NO)C(F)(F)F)cc21	-11.4
